Screening results as filed in PubChem.
Shiga toxin inh – A qHTS for Small Molecule Inhibitors of Shiga Toxin; inhibition, % at 38.7 µM; Vero cells, Shiga toxin protein synthesis inhibition reporter; actives 9.2% (n = 290,000); in the data active = inhibition mostly above about 28%, no sharp cut-off; inactive = mostly below about 43%; note: 0% is about no effect
Cycloheximide cs – Cycloheximide Counterscreen for Small Molecule Inhibitors of Shiga Toxin; cell reporter, cycloheximide protein synthesis inhibition counterscreen; actives 12% (n = 300,000); AID 2314, 2010; max response, %; in the data active = max response mostly above about 13%, no sharp cut-off; inactive = mostly below about 14%; note: read at 38.3 µM for the half of the compounds with a filed dose; 0% is about no effect
Sm TGR inh – qHTS Assay for the Inhibitors of Schistosoma Mansoni Peroxiredoxins | AID 485364, 2010 | Potency, µM (titrated, usually from 114 µM), inactives show at the top dose activity change, negative = inhibition, hits mostly inhibitors | Schistosoma mansoni thioredoxin glutathione reductase (TGR), Q962Y6 | actives 3% (n = 360,000) | purified TGR, DTNB reduction, TNB absorbance 405 nm; note: potency is the fitted concentration of half-maximal effect; % is set by controls: 0 for no effect and ±100 for the full control effect; nearly all actives have a fitted effect of over 60% in size
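First, TGR (20 nM dispensed) and NADPH were mixed with compound. Second, a 15 min room-temperature incubation followed. Third, further NADPH and then DTNB were added to start the reaction. Finally, TNB absorbance was monitored kinetically.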
FBPA Giardia inh – qHTS Assay for Inhibitors of Fructose-1,6-bisphosphate Aldolase from Giardia Lamblia; A8B2U2; Potency, µM (doses to about 59.6 µM), for the others: at the highest dose activity, negative = inhibition, most hits filed as inhibitors; actives 0.71% (n = 290,000); purified Giardia FBPA; AID 2451, 2010; note: potency is the fitted concentration of half-maximal effect; % is set by controls: 0 for no effect and ±100 for the full control effect; nearly all actives have a fitted effect of over 55% in size
Target sequence (A8B2U2 whole entry, looked up): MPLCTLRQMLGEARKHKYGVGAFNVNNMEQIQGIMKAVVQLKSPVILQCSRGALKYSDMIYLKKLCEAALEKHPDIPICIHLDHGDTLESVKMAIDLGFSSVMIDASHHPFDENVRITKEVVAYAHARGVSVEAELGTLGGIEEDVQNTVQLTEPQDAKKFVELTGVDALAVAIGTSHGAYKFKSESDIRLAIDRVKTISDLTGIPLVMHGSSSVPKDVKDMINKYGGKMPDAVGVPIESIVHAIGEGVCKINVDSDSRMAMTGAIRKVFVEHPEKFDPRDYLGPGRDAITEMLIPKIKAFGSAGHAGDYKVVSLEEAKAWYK
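40 nM FBPA preincubated 10 min at RT with compound (up to 57.5 uM final), then substrate plus GAPDH/TPI/NAD/arsenate coupling and diaphorase/resazurin added. Fluorescence read after 20 min at RT, 525/598 nm.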
Pf growth 96h – Primary qHTS for delayed death inhibitors of the malarial parasite plastid, 96 hour incubation; P. falciparum luciferase reporter growth, 96 h; Potency, µM (titrated, usually from 28.7 µM), without a hit: top-dose activity change, negative = inhibition, most hits filed as inhibitors; actives 6.9% (n = 320,000); note: potency is the fitted concentration of half-maximal effect; % is set by controls: 0 for no effect and ±100 for the full control effect
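Infected RBCs, 2% Hct / 0.05% parasitemia final; luciferase-reporter P. falciparum; cpd 96 h, 37 C, 5% CO2; luciferase detection reagent; luminescence.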
Pf growth 48h – Primary qHTS for delayed death inhibitors of the malarial parasite plastid, 48 hour incubation; P. falciparum luciferase growth in erythrocytes, 48 h; Potency, µM (highest dose often 28.7 µM), for inactives: top-dose activity change, negative = inhibition, actives largely listed as inhibitors; actives 5.9% (n = 310,000); note: potency is the fitted concentration of half-maximal effect; % is set by controls: 0 for no effect and ±100 for the full control effect
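Cell-based growth assay: transgenic P. falciparum expressing firefly luciferase, cultured in red cells within RPMI 1640 containing 0.5% w/v Albumax, 24 mM bicarbonate and gentamycin. A drop in luciferase activity indicates inhibition.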
Active calls of the source: *; ? = inconclusive; nt = not tested or not shown; & = joins results of further samples; [ ] = another dose, or the depositor's remark. Unless noted, calls come from the whole dose curve; as a rule, active = well fitted curve in the direction sought with a large enough effect; inconclusive = small, poorly fitted or top-dose-only effect, or another doubt; inactive = no such curve, though single readings can be large; an effect the other way counts as inactive or inconclusive.

SMILES	Shiga toxin inh	Cycloheximide cs	Sm TGR inh	FBPA Giardia inh	Pf growth 96h	Pf growth 48h
COc1ccc(CNC(C)C23CC4CC(CC(C4)C2)C3)c(OC)c1OC (configuration not stated)	-3	-4	-5%	2%	9.3µM*	12µM*
Cc1ccc(C(=O)NCc2occc2C(=O)O)o1	19	-5	-25%	0%	6%	-2%
Cc1c(C(=O)O)sc(S(=O)(=O)N2CCN(C(=O)Cc3ccc(F)cc3)CC2)c1C(=O)O	nt	nt	4%	nt	12%	-16%
CC(C)Cc1nn2c(=O)cc(O)nc2s1	-8	-3	-7%	-1%	32%[activator]	-11%
Cc1cc(C)c(OCC(O)CN2CCN(C(=O)c3ccccc3)CC2)c(C)c1 (configuration not stated)	-7	-1	5%	?	6.6µM*	?
CCCCOc1ccc2c(c1)C(=O)c1cc(O)ccc1-2	93*	29*	0%	-16%	48%[activator]	76%[activator]
CCc1nc2ccc(C(=O)NC3CCC(C)CC3)cc2nc1CC (configuration not stated)	1	-3	-6%	-1%	-4%	16%
COc1ccccc1C(=O)NCCC(=O)NNC(=O)c1ccccc1O	nt	nt	3%	nt	7%	-2%
Cc1cc[n+](CC(=O)Nc2cccc(C)c2)cc1	-3	-3	0%	?	29%	?
O=C(CSc1nnc(SCc2ccccc2)s1)N/N=C/C=C/c1ccco1	-2	2	40µM*	-21%	-15%	-9%
O=C1CNC(=S)N1Cc1ccccc1	8	1	0%	0%	-7%	8%
COc1ccccc1CCNCc1ccc(OC)c(OCc2ccccc2)c1	-10	-3	?	?	0%	0%
COc1ccc(Nc2nc(-c3cccc(OC)c3O)nc3ccccc23)cc1	50*	33*	-2%	0%	?	7.4µM*
O=C(Nc1ccccn1)c1cc(-c2cccc(Cl)c2)nc2ccccc12	17	-2	10%	-1%	43%[activator]	3.3µM*
COc1ccc(CCNc2ccc(S(=O)(=O)N3CCCC3)cc2[N+](=O)[O-])cc1	-11	-3	3%	9%	?	-6%
CC(c1ccco1)N(C(=O)c1ccc(Cl)c([N+](=O)[O-])c1)c1ccccn1 (configuration not stated)	8	11	-28%	3%	-9%	-15%
O=C(NCCO)Nc1ccc2nsnc2c1	-13	3	11%	-13%	17%	18%
O=C(c1cc(-c2ccc(O)cc2)on1)N1CCCc2ccccc21	91*	33*	-1%	9%	?	nt
COc1ccc(-c2noc(CN(C)C(=O)c3ccc4c(c3)OCO4)n2)cc1	-1	-4	-3%	-1%	1%	0%
O=C(Nc1nc2ccc(S(=O)(=O)N3CCCC3)cc2s1)c1ccccn1	60*	38*	-12%	?	91%[activator]	?
O=C(COc1ccc2ccccc2c1)Nc1nc2ccccc2[nH]1	29	-2	-1%	-6%	nt	24%
Cn1c(=O)c2c(SCC(=O)N3CCOCC3)nc(CC(C)(C)C)nc2n(C)c1=O	-4	-3	2%	-2%	-4%	5%
CC(=O)Nc1ccc(NC(=O)c2sc(-c3ccccc3)nc2C)cc1	15	21	12%	-3%	?	-5%
COc1ccc(OC)c(C(C(=O)NCc2ccco2)N(C(=O)Cn2nnc3ccccc32)C2CC2)c1 (configuration not stated)	-21	-4	-23%	2%	?	?
CCCn1c2ccccc2c2nnc(SCC(=O)Nc3c(C)n(C)n(-c4ccccc4)c3=O)nc21	-14	-2	-6%	0%	?	?

More compounds follow.
SMILES	Shiga toxin inh	Cycloheximide cs	Sm TGR inh	FBPA Giardia inh	Pf growth 96h	Pf growth 48h
CN(C)P(=NC(=O)COc1ccc(Cl)cc1Cl)(N(C)C)N(C)C	0	-1	-4%	4%	31%[activator]	0%
O=C(/C=C/c1ccco1)Nc1nc(-c2ccccc2)cs1	118*	86*	-27%	-10%	27%	127%[activator]
Cc1ccc(CN2CCN(CC3CC4C=CC3C4)CC2)cc1 (configuration not stated)	-18	3	-5%	-22%	nt	-23%
Cc1ccc(S(=O)(=O)C2(C(=O)Nc3ccc4c(c3)OCO4)CC2)cc1	13	-2	2%	3%	9%	13%
Cc1ccccc1CN(c1ccc(C(=O)Nc2ccccc2C(=O)N2CCCC2)cc1)S(C)(=O)=O	-18	-4	7%	0%	35%[activator]	nt
CC(=O)Nc1ccc2ccc3cccc4ccc1c2c34	-2	7	-2%	-1%	39%[activator]	18%
C=CCN1CN(S(=O)(=O)c2cccc(Cl)c2)c2nc3ccccc3nc21	16	20*	-24%	-18%	?	?
O=C(NNC(=S)Nc1ccc(Cl)cc1Cl)c1ccncc1	31	14*	5%	?	4.1µM*	24%
COc1ccc(S(=O)(=O)NCC2CCC(C(=O)NCCC(C)C)CC2)cc1 (configuration not stated)	-6	-5	-11%	3%	?	?
Cc1c2cnn(CC(=O)NCc3ccccn3)c(=O)c2c(C)n1Cc1ccc(Cl)cc1	-4	-4	45µM*	nt	?	?
COC(=O)Nc1ccc(S(=O)(=O)N2CCC(C)CC2)cc1	-1	-3	-1%	1%	24%	nt
CCCCc1cn([C@@H](CCCCN)C(=O)N2CCNCC2)nn1	-17	1	-4%	-19%	81%[activator]	41%[activator]
CS(=O)(=O)c1ccc2nc(NC(=O)C3=NN(c4ccccc4)C(=O)CC3)sc2c1	-11	-4	0%	-1%	13%	?
O=C(CC1Nc2ccccc2NC1=O)c1ccccc1 (configuration not stated)	46	31*	2%[11.4 µM]	-11%	?	nt
O=C(NCCc1ccc2c(c1)OCCO2)c1ccccc1F	91*	70*	6%	0%	104%[activator]	112%[activator]
N#Cc1ccc(C2=CC(=O)C[C@H](c3ccc(F)cc3)C2)cc1	nt	nt	0%	nt	?	?
Cc1nc2ccccn2c1/C(O)=C1\C(=O)C(=O)N(CCN2CCOCC2)C1c1ccncc1 (configuration not stated)	20	-3	-4%	-16%	40%[activator]	25%
O=C(Nc1nccs1)c1cc2sccc2n1Cc1ccc(F)cc1	28	18*	0%	-9%	-9%[5.75 µM]	13µM*
O=[N+]([O-])c1cccc(/C=C/c2nc(C=Nc3ccccc3)c(O)o2)c1	23	-5	-28%	2%	16%	nt
Cc1cc(C(=O)CSc2nncs2)c(C)n1-c1ccc2c(c1)OCO2	62*	26*	-30%	-17%	nt	?
O=C(/C=C/c1ccccc1)c1ccccc1O	28	29*	-33%	2%&2%	29%	28%
O=C(COc1ccc(F)cc1Br)N1CCN(c2ncccn2)CC1	-1	2	-1%	2%	?	?
CCOC(=O)Nc1ccc2c(c1)N(C(=O)CCN(CC)CC)c1ccccc1CC2	nt	-2	-9%	0%	84%[activator]	?
O=c1ccn(-c2ccccc2)[nH]1	-9	10	2%	-3%	31%[activator]	50%[activator]
CC1=NN(C(=O)Cc2ccc([N+](=O)[O-])cc2)C(O)(c2cccnc2)C1 (configuration not stated)	-7	-2	1%	22%	3%	2%

Continued.
SMILES	Shiga toxin inh	Cycloheximide cs	Sm TGR inh	FBPA Giardia inh	Pf growth 96h	Pf growth 48h
O=C(O)c1cc([N+](=O)[O-])c(N2CCCC2)c([N+](=O)[O-])c1	16	3	-3%	16%	12%	9%
COc1ccccc1NC(=O)Cn1cc(C(=O)C2CC2)c2ccccc21	1	0	0%	1%	0%	?
Cn1cc(C(c2ccccc2OCC(=O)O)c2cn(C)c3ccccc23)c2ccccc21	-10	-1	1%	?	5.2µM*	32%[activator]
Cc1ccc(C)c2nc(Cl)c(C#N)cc12	-7	6	?	0%	7%	63%[activator]
CN(CCOc1ccccc1)C(=O)c1ccc2c(=O)n3c(nc2c1)CCC3	nt	nt	-1%	nt	4%	5%
O=C(COc1ccc([N+](=O)[O-])cc1)NC(=O)NC1CCS(=O)(=O)C1 (configuration not stated)	nt	nt	8%	nt	27%	0%
Cc1cc(NC(=O)CCC(=O)N(Cc2ccco2)C(C(=O)NCC2CCCO2)c2ccncc2)no1 (configuration not stated)	-12	1	-9%	2%	86%[activator]	?
O=[N+]([O-])c1cccc(NN=Nc2ccccc2)c1	40*	29*	9%	-9%	?	116%[activator]
O=C(c1cc2ccccn2n1)N1CCN(c2ccccn2)CC1	15	-2	0%	-4%	-4%	nt
Cc1cc(C)n(CCCN2CCC(C(=O)Nc3cccc(-c4cccc(F)c4)c3)CC2)n1	-11	-4	1%	-2%	0%	?
Cc1ccc(S(=O)(=O)N(C)c2ccc(C(=O)Nc3ccccc3C(=O)N3CCOCC3)cc2)cc1	-15	6	-2%	nt	?	1%
Nc1c(C(=O)Nc2ccc(Br)cc2)sc2nc(-c3ccco3)ccc12	38*	29*	0.79µM*	-3%	0%	-53%
CC(C)(C)OC(=O)N1CCC(c2cc(-c3cccs3)n[nH]2)CC1	20	26*	-5%	-1%	?	2%
O=C1c2cccc3cccc(c23)C(=O)N1CCCN(C(=O)c1cccs1)c1cccc(F)c1	-5	-4	-8%	8%	56%[activator]	10%
CSc1nnc(CCNC(=O)OC(C)(C)C)o1	54*	13	16%	4%	-3%	29%
COc1ccc(N(CC(=O)NC2CCCC2)C(=O)CCC(=O)Nc2cc(C)on2)c(OC)c1	18	-2	25%	-4%	?	?
Cc1oc(-c2ccc(Cl)cc2)nc1CN1CCCN(C(=O)c2ccco2)CC1	-3	6	-31%	8%	?	-24%
O=C(NCc1ccc(-c2csnn2)cc1)c1cc(Cl)cc(Cl)c1	-5	-2	0%	0%	0%	48%[activator]
CCc1nccn1S(=O)(=O)c1cc(OC)ccc1OC	-4	-1	85%[activator]	-16%	139%[activator]	0%
COc1ccc(-n2nc3cc(C)c(NC(=S)NC(=O)c4ccccc4C)cc3n2)cc1	112*	30*	6%	6%	111%[activator]	60%[activator]
CCSc1ncc(Cl)c(C(=O)Nc2ccccc2)n1	-9	5	-10%	5%	8.3µM*	3%
CN(CC1CCOCC1)C(=O)CC1C(=O)NCCN1C/C=C/c1ccccc1 (configuration not stated)	-6	1	-11%	0%	4.7µM*	6%
Cc1cc(C)nc(SCc2ccc(C(=O)NN=C3C4CC5CC(C4)CC3C5)cc2)n1	-9	0	?	0%	0%	?
CN1C=CC2=C(C#N)C(N)C(C#N)(C#N)C(c3ccccc3)C2C1 (configuration not stated)	2	-2	-26%	?	7%	-3%
Cn1cccc1CC(=O)NNC(=O)Nc1ccc(Cl)cc1	7	3	-24%	1%	37%[activator]	?

Reprinted at random: 5 entries already listed
SMILES	Shiga toxin inh	Cycloheximide cs	Sm TGR inh	FBPA Giardia inh	Pf growth 96h	Pf growth 48h
CN(CCOc1ccccc1)C(=O)c1ccc2c(=O)n3c(nc2c1)CCC3	nt	nt	-1%	nt	4%	5%
Cn1cccc1CC(=O)NNC(=O)Nc1ccc(Cl)cc1	7	3	-24%	1%	37%[activator]	?
Cc1cc(NC(=O)CCC(=O)N(Cc2ccco2)C(C(=O)NCC2CCCO2)c2ccncc2)no1 (configuration not stated)	-12	1	-9%	2%	86%[activator]	?
O=[N+]([O-])c1cccc(NN=Nc2ccccc2)c1	40*	29*	9%	-9%	?	116%[activator]
CCc1nccn1S(=O)(=O)c1cc(OC)ccc1OC	-4	-1	85%[activator]	-16%	139%[activator]	0%

(more compounds)
SMILES	Shiga toxin inh	Cycloheximide cs	Sm TGR inh	FBPA Giardia inh	Pf growth 96h	Pf growth 48h
COc1cc2c(cc1OC)C(COc1ccc(F)cc1)NCC2 (configuration not stated)	5	-2	-28%	-8%	9%	-7%
COc1ccc(CN2CCN(C(=O)c3ccco3)CC2)cc1OC	-9	-3	-11%	?	?	?
O=C(CSc1nnc(-c2ccc(C(F)(F)F)cn2)s1)c1ccccc1	-7	-3	0%	3%	15%	4%
CC(C)OC(=O)c1cc(=O)[nH]c2ccccc12	-3	-3	6%	7%	-20%[5.75 µM]	-21%
Cc1cccc(NS(=O)(=O)c2ccc(NS(=O)(=O)c3cccs3)cc2)c1	-14	-11	-10%	-6%	46%[activator]	21%
Nc1nc(-c2ccccc2)nn1C(=O)c1ccco1	19	8	4%	1%	-3%	18%
